# Rtt109 HAT inh: blocks Candida albicans Rtt109/Vps75 acetyltransferase activity. Q5AAJ8. purified Rtt109/Vps75, ThioGlo CoA-SH fluorescence, 4 h. inhibition, % at 34.9 µM. 330,000 compounds, 0.16% hits. AID 540336;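 active = inhibition of at least 50% in every replicate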
# Target sequence (Q5AAJ8 whole entry, looked up): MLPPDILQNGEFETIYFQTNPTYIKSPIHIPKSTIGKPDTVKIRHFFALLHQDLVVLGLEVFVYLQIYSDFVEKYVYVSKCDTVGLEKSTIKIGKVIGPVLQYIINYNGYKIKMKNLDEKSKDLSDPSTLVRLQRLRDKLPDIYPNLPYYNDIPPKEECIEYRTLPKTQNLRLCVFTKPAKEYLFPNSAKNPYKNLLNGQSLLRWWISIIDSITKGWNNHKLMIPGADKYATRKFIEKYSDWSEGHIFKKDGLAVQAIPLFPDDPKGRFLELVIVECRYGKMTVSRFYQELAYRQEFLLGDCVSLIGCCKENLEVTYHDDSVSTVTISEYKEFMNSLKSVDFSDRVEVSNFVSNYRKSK
# dFosB act: enhances mouse delta FosB homodimer DNA binding | P13346 | purified delta FosB, TAMRA-CDK5 oligo fluorescence polarization; percent of positive-control signal above neutral wells | activation, % at 25 µM | 340,000 compounds, 0.99% hits;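 active = mean activation above about 17%, with every replicate also reaching it, limit read from the data, passing the limit was not always enough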;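 also: fluorescence polarization rise as delta FosB binds a TAMRA Cdk5 AP-1 oligo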
# Target sequence (P13346 whole entry, looked up): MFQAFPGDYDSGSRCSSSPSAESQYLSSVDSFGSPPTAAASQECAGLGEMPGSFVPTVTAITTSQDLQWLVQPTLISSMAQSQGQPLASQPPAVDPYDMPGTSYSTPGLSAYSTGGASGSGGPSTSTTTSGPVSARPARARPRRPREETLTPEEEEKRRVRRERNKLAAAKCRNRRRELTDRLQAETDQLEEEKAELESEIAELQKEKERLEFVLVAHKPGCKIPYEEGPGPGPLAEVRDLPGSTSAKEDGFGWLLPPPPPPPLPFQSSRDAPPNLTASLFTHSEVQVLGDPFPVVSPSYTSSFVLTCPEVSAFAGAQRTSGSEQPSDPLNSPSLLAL
# SR-BI DiI-HDL act: activators of SR-BI mediated HDL lipid uptake; CHO ldlA[mSR-BI] cells, DiI-HDL uptake fluorescence, 3 h; 100 = double the neutral-control signal; activation, % at 12.5 µM; 320,000 compounds, 0.096% hits; AID 504775;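 active = mean replicate activation of at least 60% and every replicate at or above 60%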;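 also: 0% = median plate neutral-control signal and 100% = twice that signal; values of inactives mirror those of a sister screen read the other way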
#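 System: CHO ldlA[mSR-BI] cells / Medium: HEPES-buffered (25 mM, pH 7.4) F12 plus 0.5% BSA / Probe or stimulus: labelled HDL, 10 µg/mL / Doses: single compound concentration, delivered by pin transfer / Schedule: 3 h, 37 °C / Measured by: DiI fluorescence, bottom read / Measure: cell-associated DiI fluorescence as measure of HDL uptake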
# Wnt bcat act: activators of Wnt/beta-catenin signaling; 300,000 compounds, 1.2% hits; Wnt/beta-catenin reporter cell assay, activator, plate reader; activation, % at 9.35 µM; in the data active = activation above about 30%, passing the limit was not always enough;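 also: 0% = neutral control wells and 100% = positive control wells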
# HTR5A ag: activates human HTR5A in OPRM1-OPRD1 agonist counter-screen; HTR5A agonist assay, luminescence, cell-based; AID 504692; activation, % at 9.3 µM; 340,000 compounds, 0.61% hits; P47898; in the data active = activation mostly above about 9.5%, no sharp cut-off; inactive = mostly below about 7.6%;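 also: 0% = cells with vehicle only and 100% = reference agonist; strong numbers were not always called active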
# Target sequence (P47898 whole entry, looked up): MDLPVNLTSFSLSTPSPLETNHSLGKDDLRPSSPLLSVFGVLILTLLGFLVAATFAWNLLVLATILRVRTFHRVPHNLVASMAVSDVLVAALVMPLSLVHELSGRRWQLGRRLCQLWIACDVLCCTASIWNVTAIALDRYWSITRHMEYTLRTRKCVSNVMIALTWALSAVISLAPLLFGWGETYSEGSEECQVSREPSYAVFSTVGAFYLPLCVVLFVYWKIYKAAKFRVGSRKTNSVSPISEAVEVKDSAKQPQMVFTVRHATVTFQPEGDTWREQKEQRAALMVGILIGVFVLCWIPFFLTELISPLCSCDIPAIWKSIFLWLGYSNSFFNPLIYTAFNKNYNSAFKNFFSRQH
# SR-BI HDL uptake: inhibitors of mouse SR-BI mediated HDL lipid uptake; AID 488896; ldlA[mSR-BI] CHO cells, DiI-HDL uptake fluorescence, 3 h; Q61009; inhibition, % at 12.5 µM; 320,000 compounds, 0.96% hits;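 active = mean replicate inhibition of at least 70% and a set share of replicates each scoring 70 or more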;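 also: 0% = median of neutral control wells and 100% = median of positive control wells; values of inactives mirror those of a sister screen read the other way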
# MITF act: MITF TRPM1 promoter activation in melanoma cells. SK-MEL-5 TRPM1-promoter luciferase, 24 h; % of positive control, neutral wells = 0. activation, % at 12.5 µM. 300,000 compounds, 0.75% hits. AID 588334;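 active = mean activation of at least 80% with every replicate also reaching 80%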;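 also: 0% = neutral control wells and 100% = parthenolide positive control wells; values of inactives mirror those of a sister screen read the other way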
# PvdQ inh: blocks Pseudomonas aeruginosa PvdQ acylase activity; purified PvdQ acylase, fluorescence plate reader; inhibition, % at 10 µM; 340,000 compounds, 0.063% hits; in the data active = inhibition above about 30%, passing the limit was not always enough;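 also: 0% = vehicle neutral wells and 100% = reference inhibitor wells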
# CDK5 p35 inh: blocks human CDK5/p35 kinase activity. Recombinant CDK5/p35, ADP-Glo luminescence, 60 min. inhibition, % at 10 µM. AID 488839. 330,000 compounds, 0.01% hits;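 active = highest replicate inhibition of at least 50% and at least 75% of replicates reaching 50%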;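 also: plate controls were DMSO neutral control for no effect and GW8510 at 10 µM for full effect; many of its hits are not listed in these tables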
# RTF Ca sens act: increases calcium sensitivity of human cardiac regulated thin filaments; P19429+P45379; IANBD-labeled TnC RTF fluorescence at EC20 calcium; 0% EC20 calcium, 100% full calcium; activation, % at 7.2 µM; 340,000 compounds, 0.24% hits; AID 493008;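 active = activation above the mean over all tested compounds plus 3 SD, cut at about 30% in these data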;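 also: rise in fluorescence read as greater calcium sensitivity of cardiac thin filaments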
# The depositor's hits bear a star; . = no result given.
SMILES,Rtt109 HAT inh,dFosB act,SR-BI DiI-HDL act,Wnt bcat act,HTR5A ag,SR-BI HDL uptake,MITF act,PvdQ inh,CDK5 p35 inh,RTF Ca sens act
CCOc1ccc2c(c1)-c1c(ssc1=S)C(C)(C)N2C(=O)CSC1=NCCS1,-3.5,-6.8,-27.5,-9.4,-2.7,27.5,-5.7,0.1,-1.1,-1.9
COc1ccccc1N1CCN(C(=O)C2CCCN(S(=O)(=O)c3ccc4c(c3)oc(=O)n4C)C2)CC1 (stereo not drawn),2.4,-11.8,10.9,1.3,-0.3,-10.9,-9.0,-12.8,0.7,-7.5
CCCn1c(CN2CCCCC2C)nc2c1c(=O)n(C)c(=O)n2C (stereo not drawn),-4.9,-3.5,7.7,-1.5,2.1,-7.7,2.8,-9.9,-0.5,2.1
COc1ccccc1CC(=O)Nc1ccc(S(=O)(=O)N2CCN(C)CC2)cc1,-8.0,-5.2,-32.7,0.2,3.3,32.7,-6.3,-19.2,0.8,2.5
O=C1c2ccccc2NC(c2cccc(F)c2)N1Cc1ccco1 (stereo not drawn),-0.6,-0.3,-11.8,-2.6,-0.8,11.8,7.5,-2.7,-1.0,-5.4
COc1cc(C)c(NC(=S)Nc2ccc(Cl)c(Cl)c2)cc1OC,4.4,-0.2,-7.9,-1.3,7.5,7.9,-5.5,7.3,-2.0,4.7
CCOc1ccc(S(=O)(=O)N2CCN(C(=O)c3oc4ccc(OC)cc4c3C)CC2)cc1,4.3,-0.6,-12.7,-0.3,-5.2,12.7,16.5,-7.7,3.0,-5.3
C=CCNC(=O)NC(=O)COC(=O)CC(NC(N)=O)c1ccc(Cl)cc1 (stereo not drawn),-4.2,-2.3,8.0,-3.8,-1.7,-8.0,-1.0,-10.6,3.0,23.3
COC(=O)c1ccccc1NC(=O)c1cccc(COc2ccccc2Cl)c1,-8.6,-10.2,-13.2,25.8,-0.5,13.2,6.8,-10.8,-1.6,2.4
O=C(Cc1ccc2c(c1)OCCO2)N1CCN(c2ccccc2)CC1,-1.3,-7.0,-10.0,-0.1,1.0,10.0,-0.2,-13.5,-3.0,1.0
Cc1nn(-c2ccccc2)c(/N=C/c2ccccc2O)c1-c1ccccc1,9.6,0.4,4.3,129.0*,4.8,-4.3,55.9,-8.2,-0.1,-4.3
O=C(CN1CCN(c2ccccc2F)CC1)NC(=O)NC1CCCCC1,1.1,-6.4,29.1,-1.9,-0.5,-29.1,2.1,6.6,0.6,-3.6
Cc1nn(CC(=O)O)c(C)c1Cl,-3.6,0.5,8.6,.,7.7,-8.6,11.2,-18.5,-0.6,3.3
Nc1cccc(-n2cccc2)c1,-1.8,3.2,-1.3,0.4,-1.3,1.3,-10.1,-5.2,0.6,2.5
Nc1c(C(=O)Nc2ccc(Cl)c(C(=O)O)c2)sc2nc3c(cc12)CCCC3,-68.8,0.1,37.0,3.0,1.5,-37.0,-11.8,-17.9,-2.2,-2.9
COc1cccc(-c2ncc3ccccc3c2COC(=O)N2CCOCC2)c1,1.1,-6.4,11.1,2.9,-5.8,-11.1,41.1,-13.2,-4.8,3.8
CCc1ccc(NC(=S)N(CCN2CCOCC2)Cc2ccccc2F)cc1,6.2,-5.2,-1.2,-1.7,-3.8,1.2,3.7,-7.8,-2.4,-0.8
O=C(O)c1ccc2nc(C(F)(F)F)[nH]c2c1,-6.6,-3.9,31.3,.,0.0,-31.3,7.2,-19.3,-0.1,0.0
O=C(COC(=O)c1ccccc1SCC(=O)N1CCCC1)Nc1ccccc1,3.8,-4.2,18.1,-0.9,-2.5,-18.1,-5.3,3.9,-0.7,-3.2
O=C(Nc1ccc2c(c1)OCO2)[C@@H]1CCCN1S(=O)(=O)c1cccc2cccnc12,-3.2,-1.6,2.4,4.7,-1.0,-2.4,0.4,11.3,0.7,5.8
CCOC(=O)C1CSC(CC(=O)Nc2ccc(Cl)cc2)C(=O)N1 (stereo not drawn),.,-6.0,-21.3,.,-3.5,21.3,-3.7,8.5,0.4,0.6
CC1=CC(C)(C)[N+](C)=CN1c1ccccc1,-2.0,-2.5,9.6,1.0,-3.8,-9.6,9.2,8.6,0.6,-0.3
C[C@@H]1CN([C@H](C)CO)C(=O)c2cc(NC(=O)Nc3ccc(C(F)(F)F)cc3)ccc2O[C@H]1CN(C)C(=O)Nc1ccc(F)cc1,-4.9,-0.5,-55.0,-0.7,7.6,55.0,-13.5,-7.3,-0.2,-1.1
CC(C)(C)C(=O)Cn1nc(Cl)nc1Cl,-4.4,-6.2,8.6,-1.3,2.7,-8.6,-0.3,-10.9,0.5,-1.1
COC(=O)C1=C(C)N(CCc2ccc(OC)cc2)C(=O)C1,-8.5,-1.6,18.2,.,-3.9,-18.2,.,7.8,0.3,-2.1
CC(C)CCSc1nc2c(c(=O)[nH]c(=O)n2C)n1CCCc1ccccc1,-7.3,-8.6,4.2,3.5,1.0,-4.2,.,-5.1,2.1,3.7
O=C(Cc1ccccc1)NC(CSSCC(NC(=O)Cc1ccccc1)C(=O)O)C(=O)O (stereo not drawn),-1.9,7.4,-1.1,-5.1,0.2,1.1,-4.4,-14.6,-3.0,-5.9
CC(Sc1nnc(N)s1)C(=O)NNC(=O)c1cccc(Cl)c1 (stereo not drawn),-0.4,3.0,.,-6.2,1.4,.,2.7,-15.5,-0.9,7.4
O=C(OCC(=O)N1CCc2ccccc21)c1ccc[n+]([O-])c1,1.0,-2.8,5.8,-1.4,-4.4,-5.8,-12.3,-9.9,-0.4,-2.7
CCOC(=O)CSc1nnc(CSc2nc3sc4c(c3c(=O)[nH]2)CCCC4)n1-c1ccccc1,-1.0,-19.1,15.5,-1.0,2.4,-15.5,.,-7.3,2.9,-0.8
COc1ccc(NC(=O)CN(C)C(=O)c2c(-c3ccccc3Cl)noc2C)cc1,-2.7,-8.2,10.3,-0.6,-0.6,-10.3,3.6,-14.3,-0.1,-4.0
O=C(c1cccs1)N1N=C(c2ccccc2)CC1c1ccccc1O (stereo not drawn),7.9,30.8*,-5.5,0.3,8.1,5.5,-8.4,-0.8,0.8,-4.3
CCCCCCC(=O)N1CCN(c2cc3c(cc2F)c(=O)c(C(=O)O)cn3CC)CC1,-2.9,3.6,-21.6,.,1.8,21.6,-4.1,-7.8,0.2,2.7
CN1C2CCC1CC(NC(=O)CSc1ccc(C(C)(C)C)cc1)C2 (stereo not drawn),6.5,-6.8,21.4,1.4,6.1,-21.4,.,-11.5,0.4,5.0
COc1ccc(C(CNC(=O)CN2C(=O)NC3(CC(C)CC(C)(C)C3)C2=O)N2CCOCC2)cc1 (stereo not drawn),.,-13.8,28.5,-3.6,-4.3,-28.5,.,-9.8,0.0,1.1
O=C(NNc1cc(Cl)cc(Cl)c1)C1CCC1,8.7,-1.6,3.6,-1.1,6.5,-3.6,.,-5.1,1.6,6.5

# Taken from above:
# SR-BI DiI-HDL act with COc1ccc(NC(=O)CN(C)C(=O)c2c(-c3ccccc3Cl)noc2C)cc1 → 10.3
# RTF Ca sens act with CC(Sc1nnc(N)s1)C(=O)NNC(=O)c1cccc(Cl)c1 (stereo not drawn) → 7.4
# PvdQ inh with O=C(OCC(=O)N1CCc2ccccc21)c1ccc[n+]([O-])c1 → -9.9

# (more compounds)
SMILES,Rtt109 HAT inh,dFosB act,SR-BI DiI-HDL act,Wnt bcat act,HTR5A ag,SR-BI HDL uptake,MITF act,PvdQ inh,CDK5 p35 inh,RTF Ca sens act
CC(/C=N/NC(=O)CSc1n[nH]c(=O)[nH]c1=O)=C\c1ccccc1,22.9,-13.0,.,-2.7,-7.0,.,0.8,10.7,0.0,-0.7
O=C(N/N=C\c1cccc([N+](=O)[O-])c1O)C1COc2ccccc2O1 (stereo not drawn),6.1,-4.8,-0.5,.,2.6,0.5,-0.3,11.2,0.9,1.1
COc1ccc(S[C@@H](CCN2CC[C@H](O)CCC2=O)c2ccccc2)cc1,0.1,-2.9,-6.7,-1.9,2.9,6.7,7.9,-11.7,-1.3,-0.9
O=S(=O)(NCc1ccccc1Br)c1ccccc1Br,-4.0,-5.4,8.7,-1.4,0.3,-8.7,22.1,-1.7,-0.7,-4.5
COc1cc(CN2CCN(C(=O)CC(C)C)CC2)cc(OC)c1OC,0.3,5.2,7.1,.,-8.9,-7.1,-11.3,-13.3,-0.5,-0.3
O=C(C1=C[C@H](c2csc3ccccc23)C[C@H](OCc2ccc(CO)cc2)O1)N1CCOCC1,6.3,-1.2,-8.6,0.8,7.6,8.6,0.9,-4.8,0.0,-0.9
CCN1CCN(Cc2cc(=O)oc3cc(C)cc(C)c23)CC1,.,-8.4,-1.2,.,3.6,1.2,.,-7.4,-0.6,5.4
COc1ccc(C2(CNC(=O)c3ccc(OCC(C)C)cc3)CCOCC2)cc1,7.6,-15.7,31.2,.,-0.2,-31.2,-7.7,1.8,-0.6,7.5
CCCCOc1ccc(OC(=O)c2cccnc2)cc1,2.9,-3.0,-8.1,5.9,5.3,8.1,-9.6,-14.7,1.5,2.0
Cc1cc(C)n(CC(=O)n2nc(C)cc2C)n1,0.1,-2.1,-3.0,1.3,4.2,3.0,0.1,-5.8,0.6,2.6
Cc1cccc(NC(=O)CSc2nc3[nH]ncc3c(=O)[nH]2)c1C,0.0,-0.9,5.9,-0.5,2.4,-5.9,3.6,-5.4,2.9,-1.9
CCN1CCCC1CN(Cc1cc2ccc(C)cc2[nH]c1=O)C(=S)Nc1ccc(F)cc1 (stereo not drawn),9.1,7.6,4.3,-1.5,1.1,-4.3,-4.5,-1.1,0.0,1.7

# Structures above shown as hits in dFosB act:
canonical_smiles	Rtt109 HAT inh	dFosB act	SR-BI DiI-HDL act	Wnt bcat act	SR-BI HDL uptake	MITF act	PvdQ inh	CDK5 p35 inh	RTF Ca sens act
O=C(c1cccs1)N1N=C(c2ccccc2)CC1c1ccccc1O (stereo not drawn)	7.9	30.8*	-5.5	0.3	5.5	-8.4	-0.8	0.8	-4.3

# Carrying on:
SMILES,Rtt109 HAT inh,dFosB act,SR-BI DiI-HDL act,Wnt bcat act,HTR5A ag,SR-BI HDL uptake,MITF act,PvdQ inh,CDK5 p35 inh,RTF Ca sens act
O=C1CN(C(=O)COC(=O)/C=C/c2ccc(F)cc2)c2ccccc2N1,0.4,3.6,9.8,-2.2,-2.2,-9.8,-6.7,-0.6,-0.6,-4.2
Oc1cccc(-c2nc3ccc4ccccc4c3c3c2CCC3)c1,2.2,-21.8,-45.2,.,0.8,45.2,92.5*,-4.4,1.2,5.4
CC1(C)CC2(CCO1)OC(=O)CC2C(=O)Nc1cccc2ccccc12 (stereo not drawn),-12.6,0.8,18.3,0.9,1.6,-18.3,.,-13.9,-0.7,-0.8
CCCCCN1CC(O)=C(c2nc(-c3ccc(Cl)cc3)cs2)C1=N,3.4,-3.0,-10.8,.,-2.4,10.8,-4.8,13.9,-0.8,3.2
O=C(O)c1ccc(N/N=C/c2ccc(-c3cccc(Cl)c3)o2)cc1,19.4,-3.4,-18.0,25.1,0.7,18.0,69.5,-12.8,-1.5,-1.5
CCOc1ccc(S(=O)(=O)Nc2ccc(C(=O)N(C)CC(=O)Nc3ccc(OC)cc3)cc2)cc1,21.6,-2.0,-7.7,0.3,-8.5,7.7,10.9,-2.2,1.2,-5.4
Nc1nn(-c2ccccc2Cl)cc1-c1nn[nH]n1,-4.3,-1.2,-0.5,0.9,0.1,0.5,7.8,-9.7,-0.7,6.6

# Compound activity as filed in PubChem.
